Source: PubChem (National Center for Advancing Translational Sciences (NCATS))
DT40 TDP1 CPT: qHTS for Inhibitors of human tyrosyl-DNA phosphodiesterase 1 (TDP1): qHTS in cells in presence of CPT | chicken DT40 Tdp1-/-;hTDP1 cells + 20 nM CPT, ATP luminescence, 48 h | Potency, µM (highest dose often 46.2 µM), without a hit: at the top dose activity change, negative = growth inhibition, actives largely listed as inhibitors | 420,000 compounds, 12% hits | AID 686979, 2013; note: nearly all actives have a fitted effect of over 55% in size
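Chicken DT40 Tdp1-/- cells stably complemented with human TDP1 were seeded at 400 cells/well in medium containing 20 nM camptothecin, exposed to pin-transferred compounds, and grown at 37 °C for at least 48 hr. Viability was read as ATP luminescence.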
TDP1 cell noCPT: qHTS for Inhibitors of human tyrosyl-DNA phosphodiesterase 1 (TDP1): qHTS in cells in absence of CPT | DT40 Tdp1-/- hTDP1 cells, no CPT, ATP luminescence, 48 h | Potency, µM (top dose mostly 46.2 µM), for inactives: top-dose activity change, negative = growth inhibition, actives largely listed as inhibitors | 420,000 compounds, 15% hits | AID 686978, 2013; note: nearly all actives have a fitted effect of over 55% in size
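Growth of hTDP1-complemented DT40 Tdp1-knockout cells is measured by ATP luminescence after at least 48 hr compound exposure at 37 °C, with DMSO substituting for the 20 nM CPT used in the parallel screen.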
TDP1 inh: qHTS Assay for Inhibitors of Tyrosyl-DNA Phosphodiesterase (TDP1); Potency, µM (titrated, usually from 130 µM), for inactives: top-dose activity change, negative = inhibition, hits mostly inhibitors; recombinant TDP1, AlphaScreen DNA substrate cleavage; 350,000 compounds, 0.28% hits; note: nearly all actives have a fitted effect of over 40% in size
Target sequence (Q9NUW8 whole entry, looked up): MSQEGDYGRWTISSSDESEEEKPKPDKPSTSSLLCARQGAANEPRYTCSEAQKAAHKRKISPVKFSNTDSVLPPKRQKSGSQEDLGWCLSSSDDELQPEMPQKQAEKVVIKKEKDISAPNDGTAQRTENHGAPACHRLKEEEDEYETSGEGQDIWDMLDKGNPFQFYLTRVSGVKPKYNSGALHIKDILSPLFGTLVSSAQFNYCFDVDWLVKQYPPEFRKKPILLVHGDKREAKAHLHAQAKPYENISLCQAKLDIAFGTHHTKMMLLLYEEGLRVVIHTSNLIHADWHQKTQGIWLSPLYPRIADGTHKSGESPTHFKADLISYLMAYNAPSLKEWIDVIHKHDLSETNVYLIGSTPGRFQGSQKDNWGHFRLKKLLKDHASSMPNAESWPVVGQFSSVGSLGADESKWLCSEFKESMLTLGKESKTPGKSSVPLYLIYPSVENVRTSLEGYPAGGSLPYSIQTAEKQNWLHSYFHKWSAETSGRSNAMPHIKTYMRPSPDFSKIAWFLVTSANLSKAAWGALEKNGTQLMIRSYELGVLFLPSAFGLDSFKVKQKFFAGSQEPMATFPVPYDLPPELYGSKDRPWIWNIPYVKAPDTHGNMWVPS
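Steps: enzyme plus compound, 15 min RT; add biotin/phosphotyrosine-FITC oligonucleotide (15 nM final), react 5 min; add donor/acceptor beads (10 ug/ml final), 10 min; read AlphaScreen. Tdp1 at 1 nM final.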
Active calls of the source: *; ? = inconclusive; · = not tested or not shown; & = joins results of further samples; [ ] = dose if it differs, or a comment. Calls come from the whole dose curve; as a rule, active = well fitted curve in the direction sought with a large enough effect; inconclusive = small, poorly fitted or top-dose-only effect, or another doubt; inactive = no such curve, though single readings can be large; an effect the other way counts as inactive or inconclusive. % is set by controls: 0 for no effect and ±100 for the full control effect; potency is the fitted concentration of half-maximal effect.

SMILES	DT40 TDP1 CPT	TDP1 cell noCPT	TDP1 inh
Cc1cc(=O)oc2cc(OCC(=O)OCC(=O)Nc3ccc(C(N)=O)cc3)ccc12	?	1%	-1%
CCC(C)NCCCOc1ccc(Cl)cc1C(C)(C)C (stereo not drawn)	?	?	?
COc1cc(C(=O)NCC(=O)N2CCN(S(=O)(=O)c3cc(C)ccc3C)CC2)cc(OC)c1OC	5.8µM*	3.7µM*	2%
COc1ccc(-c2c(C)nn3c(C(F)(F)F)cc(C)nc23)cc1	-10%	?	·
N#CCc1ccc(NC(=O)c2ccc(S(=O)(=O)N3CCOCC3)cc2)cc1	1%	-23%	3%
Cc1ccc(CN2CCN(/N=C/c3cccs3)CC2)cc1	-17%	-14%	10%
O=S(=O)(/N=C(\c1ccc(F)cc1)N1CCOCC1)c1ccccc1	1%	-5%	·
Cn1nccc1C(=O)N1CCN(c2cccc(Cl)c2)CC1	?	-15%	1%
O=C1NCCCc2nc(Oc3ccccc3)sc21	-4%	-9%	8%
Cc1nc2c(-c3ccc(Cl)cc3)cnn2c(N)c1-c1ccc(F)cc1	?	?	·
Cc1ccc2[nH]c3c(c2c1)CN(C(=O)CN(C)CC1OCCO1)CC3	-22%	-1%	6%
CCN(CC)C(=O)C1=C(C)N(CCCN2CCCC2=O)C(=O)C(CC(=O)NCCN2CCOCC2)C1 (stereo not drawn)	-3%	-20%	·
CC(C)(C)OC(=O)NCc1ccc(CNC(=O)c2[nH]cnc2C(=O)N[C@@H](Cc2ccccc2)C(=O)OC(C)(C)C)cc1	18µM*	21µM*	·
Cc1c(C(=O)Nc2cccc(Oc3ccccc3)c2)sc(=O)n1Cc1ccc(F)cc1	?	?	·
Nc1nc2nccc(-c3ccco3)n2n1	7%	18%	3%
CC(=O)OC1(C(C)=O)CCC2C3CC(C(F)(F)F)C4=CC(=O)CCC4(C)C3CCC21C (stereo not drawn)	?	13µM*	·
COc1ccc(CCNC(=O)NC23CC4CC(CC(C4)C2)C3)cc1OC	?	-43%	0%
Cc1nc(SCC(=O)Nc2nccs2)c(C#N)c(C)c1C	-22%	?	0%
CC(C)C1N=C(c2ccc3c(c2)OCO3)CC(c2ccccc2O)N1 (stereo not drawn)	5.2µM*	4.6µM*	7%
COc1cccc(N(CC(=O)NCCSCc2ccc(Cl)cc2)S(C)(=O)=O)c1	?	?	·
CCc1ccc(OCC(=O)NC2CC(C)(C)NC(C)(C)C2)cc1	23%	-4%	0%
CC(=O)Nc1ccc(OCCOc2ccc(NC(C)=O)cc2)cc1	8%	-4%	·
CN(Cc1cccs1)C(=O)CSc1nc(N)cc(N)n1	-1%	14%	3%
CCNC(=S)N/N=C(\C)c1ccc2c(c1)OCCO2	?	?	5%
CN1C[C@@H]2C(c3ccc(C(F)(F)F)cc3)C3(c4ccccc4)CC2(C3)[C@H]1c1ccccc1 (stereo partly drawn)	?	16µM*	7%&2%
Additional structures follow.
SMILES	DT40 TDP1 CPT	TDP1 cell noCPT	TDP1 inh
Cc1ccccc1-n1c(=S)[nH]c2nc3c(cc2c1=O)CCCC3	39%	-4%	1%
Cc1ccc(CN2C(=O)C3(c4ccccc42)N(c2ccc(C)c(Cl)c2)C(=O)CS3(=O)=O)cc1 (stereo not drawn)	?	?	2%
COc1cc(CN2C[C@@H](CO)O[C@@H](n3cnc4c(N(C)C(C)C)ncnc43)C2)cc(OC)c1OC	-29%	-19%	·
CCN(CC)S(=O)(=O)c1ccc(N2CC(C(=O)N3Cc4ccccc4CC3C(N)=O)CC2=O)cc1 (stereo not drawn)	-17%	-12%	0%
COc1ccccc1NC(=O)CCCC(=O)OC(C)C(=O)c1ccccc1 (stereo not drawn)	2%	?	-4%
CCOC(=O)N/N=C/c1ccccc1F	15%	10%	2%
CCN1CCN(CCCN(Cc2ccco2)C(=S)Nc2ccc(C)c(Cl)c2)CC1	-18%	?	0%
CCOC(=O)C(=NCCCN(C)C)NNc1ccc(Br)cc1	?	?	3%
O=C(C[n+]1ccc(-c2nnc3n2CCCCC3)cc1)c1ccc(Cl)cc1	9%	-10%	·
COc1ccc(C(=O)c2ccsc2N)cc1	-4%	3%	·
O=C1OCCC1=COCCCCCCOC=C1CCOC1=O	-10%	?	·
COC(=O)c1cc(NC(=O)c2ccc(-c3ccccc3)cc2)ccc1Cl	-11%	-13%	4%
CCOc1ccc2oc(C(=O)NNC(=O)c3ccccc3O)c(C)c2c1	?	26µM*	·
Cc1ccccc1C1C(=O)c2ccccc2C1=O	-24%	-10%	·
COc1ccc(NC(=O)c2sc3nc4c(cc3c2N)CN(Cc2ccccc2)CC4)cc1OC	-15%	-21%	10%
CC(=O)CCC(=O)N1CCC(n2c(C3CCCO3)nc3cc(C(F)(F)F)ccc32)CC1 (stereo not drawn)	-8%[9.04 µM]	-1%	·
COc1ccccc1N1CCN(C2CCCN(Cc3ccccc3OCCO)C2)CC1 (stereo not drawn)	9%	4%	3%
O=C(c1ccccc1)N1CCN(c2ccc(NCc3ccc4c(c3)OCO4)cc2)CC1	15µM*	18µM*	-10%
O=S(=O)(NC(=S)Nc1ccccc1)c1ccc(F)cc1	-25%	-14%	3%
CC(C)NC(=O)NC(=O)CSc1nnc(COc2ccccc2F)n1C(C)C1CC2CCC1C2 (stereo not drawn)	10µM*	10µM*	5%
C[C@H]1CCC[C@]2(O[C@@H](CCO)C[C@@H](O)[C@@H]2O)O1	10%	15%	·
COc1ccc(N2CCN(C(=S)Nc3ccc(C)cc3C)CC2)cc1	-25%	-7%	2%
O=C(N/N=C/c1ccccc1C(=O)O)c1cccc(S(=O)(=O)Nc2cc(Cl)ccc2Cl)c1	5%	-8%	6%
CC1CCC2(CC1)SCC(=O)N2c1ccccc1 (stereo not drawn)	1%	0%	-3%[56.1 µM]
Cc1ccc(-c2nnc3ccccc3c2C(=O)Nc2ccccc2F)cc1	-6%	-22%	-3%

Sorted by heavy-atom count (rising): part of the list above.
SMILES	DT40 TDP1 CPT	TDP1 cell noCPT	TDP1 inh
CCOC(=O)C(=NCCCN(C)C)NNc1ccc(Br)cc1	?	?	3%
Cc1ccccc1-n1c(=S)[nH]c2nc3c(cc2c1=O)CCCC3	39%	-4%	1%
COc1ccc(N2CCN(C(=S)Nc3ccc(C)cc3C)CC2)cc1	-25%	-7%	2%
O=C(C[n+]1ccc(-c2nnc3n2CCCCC3)cc1)c1ccc(Cl)cc1	9%	-10%	·
COc1ccccc1N1CCN(C2CCCN(Cc3ccccc3OCCO)C2)CC1 (stereo not drawn)	9%	4%	3%
COc1ccc(NC(=O)c2sc3nc4c(cc3c2N)CN(Cc2ccccc2)CC4)cc1OC	-15%	-21%	10%

A different layout for three compounds above.
> COc1cc(CN2C[C@@H](CO)O[C@@H](n3cnc4c(N(C)C(C)C)ncnc43)C2)cc(OC)c1OC
  DT40 TDP1 CPT = -29%	TDP1 cell noCPT = -19%	TDP1 inh = ·
> CCN(CC)S(=O)(=O)c1ccc(N2CC(C(=O)N3Cc4ccccc4CC3C(N)=O)CC2=O)cc1 (stereo not drawn)
  DT40 TDP1 CPT = -17%	TDP1 cell noCPT = -12%	TDP1 inh = 0%
> COc1ccccc1NC(=O)CCCC(=O)OC(C)C(=O)c1ccccc1 (stereo not drawn)
  DT40 TDP1 CPT = 2%	TDP1 cell noCPT = ?	TDP1 inh = -4%

3 records picked at random from the list so far:
SMILES	DT40 TDP1 CPT	TDP1 cell noCPT	TDP1 inh
CCN(CC)S(=O)(=O)c1ccc(N2CC(C(=O)N3Cc4ccccc4CC3C(N)=O)CC2=O)cc1 (stereo not drawn)	-17%	-12%	0%
COc1ccc(NC(=O)c2sc3nc4c(cc3c2N)CN(Cc2ccccc2)CC4)cc1OC	-15%	-21%	10%
COc1cc(CN2C[C@@H](CO)O[C@@H](n3cnc4c(N(C)C(C)C)ncnc43)C2)cc(OC)c1OC	-29%	-19%	·

Following part:
SMILES	DT40 TDP1 CPT	TDP1 cell noCPT	TDP1 inh
O=c1oc2ccccc2n1Cn1c(=O)oc2ccccc21	-2%	?	3%
O=C(/C=C/c1ccc2ccccc2n1)N1CCN(S(=O)(=O)c2ccc(F)cc2)CC1	?	?	1%
Cc1ccccc1C(O)c1ccncc1 (stereo not drawn)	-3%	-2%	2%
Cc1ccc(C)c(Cn2c(=O)n(CCCC(=O)NCc3ccco3)c(=O)c3ccccc32)c1	-28%	?	-5%
COc1ccc(-c2cc(C)no2)cc1S(=O)(=O)N1CCCN(Cc2ccccc2Cl)C1	?	?	5%
CC(C)(C)OC(=O)NNc1c2ccccc2nc2ccccc12	16µM*	13µM*	·
CSC1=NS(=O)(=O)c2c(C)nn(C)c2S1	?	?	9%
Cc1ccc(S(=O)(=O)N2CCN(C(=O)c3ccnn3C)CC2)cc1C	1%	14%	2%
CC1CC(C)(C)NC(=S)N1CC(=O)NCc1ccc2c(c1)OCO2 (stereo not drawn)	-1%	-26%	1%
Cc1ccc(CS(=O)(=O)c2ncc(Cl)c(C(=O)Nc3nc4ccc(C)cc4s3)n2)cc1	2.9µM*	3.7µM*	-5%
Cc1nnsc1C(=O)N1CCCC(N2CCN(c3cccc(C(F)(F)F)c3)CC2)C1 (stereo not drawn)	?	?	4%
COc1cc(OC)cc(C(=O)NCC(=O)Nc2ccc(OC)c(Cl)c2)c1	18%	-1%	·
Cc1cc(NS(=O)(=O)c2ccc(NC(=O)CSc3nc4ncc(Br)cc4[nH]3)cc2)nc(C)n1	13%	1%	5%
COc1ccc(CCNC(=O)CC(=O)N/N=C/c2ccc(C(=O)O)cc2)cc1OC	-1%	-6%	·
C=C(C)COc1ccc(-c2nc(N)ncc2-c2ccc(Br)cc2)c(O)c1	?	?	·
Brc1cccc(-c2nn(-c3ccccc3)c3c2cnc2cc4c(cc23)OCO4)c1	-1%	-4%	0%
O=C1NC(c2ccccc2)C(C(=O)c2cccs2)=C1O (stereo not drawn)	-15%	-14%	0%
Cc1oc2c(C)c3oc(=O)c(CCC(=O)NCCCn4ccnc4)c(C)c3cc2c1C	?	?	·
Cc1cccc(C(=O)O/N=C(/c2ccccc2)c2ccncc2)c1	0%	?	5%
CCOc1cc(CNCC2CCCO2)cc(Br)c1OCC(N)=O (stereo not drawn)	-13%	-13%	6%
CCN(c1ccccc1)S(=O)(=O)c1ccc(Cl)c(NC(=O)COC(=O)c2ccc(O)cc2)c1	?	?	3%
COc1ccccc1NC(=S)N(Cc1ccco1)Cc1cc2cccc(C)c2[nH]c1=O	?	?	6%
COc1cccc(-n2cc(C(=O)OCc3ccc(F)c(F)c3)c3ccccc3c2=O)c1	?	?	3%
Cc1ccccc1-c1nnc(SCc2ccc(F)cc2)o1	?	-8%	·
CC(=O)Nc1cccc(NC(=O)c2ccc(S(=O)(=O)NCc3ccco3)cc2)c1	?	?	·
Later entries
SMILES	DT40 TDP1 CPT	TDP1 cell noCPT	TDP1 inh
c1ccc(CSc2ccc(-c3cccnc3)nn2)nc1	12%	14%	0%
Cc1ccc(C(=O)Nc2onc(C)c2C#N)cc1	-1%	-5%	3%
C=C[C@](C)(CC[C@@]1(C)C(C)CC(OC2OC(C)C(OC3OC(COC(C)=O)C(O)C(O)C3O)C(O)C2O)[C@@]2(C)C(C)=CCCC12)OC1OC(C)C(O[C@@H]2O[C@@H](C)C(O)C(O)[C@H]2O)C(O)C1O (stereo partly drawn)	4%	0%	0%
COC(=O)c1c(-c2ccsc2)sc2ccc(-c3cc(OC)c(OC)c(OC)c3)cc12	?	9.2µM*	1%
Cc1ccc(-c2nc(S(=O)(=O)c3ccc(C)cc3)c(SCC(=O)NCC3CCCO3)o2)cc1 (stereo not drawn)	3%	-15%	-18%
Cc1noc(NS(=O)(=O)c2ccc(NC(=O)CSc3nc4c(cc3C#N)CCCC4)cc2)c1C	-16%	1%	2%
CCOC(=O)Cn1cnc2c(nnn2-c2cccc(Cl)c2)c1=O	-5%	5%	·
CC(=O)Nc1ccc(NC(=O)c2nc(S(=O)(=O)Cc3cccc(C)c3)ncc2Cl)cc1	0.058µM*	0.046µM*	4%
Cc1ccc(-c2nnc(Nc3ccc(OCC(N)=O)cc3)c3ccccc23)cc1S(=O)(=O)N(C)C	?	?	-1%[12.3 µM]
CC(C)(c1ccccc1)c1ccc(OCC2CO2)cc1 (stereo not drawn)	-1%	?	-7%[0.0935 µM]
CC(=O)O[C@H]1[C@H](O)[C@H](Oc2c(O)c(C)c3c4c2[C@@H](C)CC[C@@H]4[C@@H](C)C[C@H]3C=C(C)C)O[C@@H](C)[C@H]1O	?	18µM*	7%
CCNS(=O)(=O)c1ccc(C(=O)OCC(=O)N2CCCc3ccccc32)cc1	-12%	9%	0%
